# FXIIa inh = human FXIIa protease inhibitors, primary screen, biochemical, 1536-well. inhibition, % at 5 µM. Coagulation factor XII (Homo sapiens), P00748. purified FXIIa, Boc-QGR-AMC fluorogenic substrate, 2 h. AID 800, 2007. hit rate 0.3% among 220,000; in the data active means inhibition above about 40%;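 further: 0% = enzyme with no compound and 100% = blank without enzyme; many of its hits are not listed in these tables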
# FXIa inh 1536 = human FXIa protease inhibitors, primary screen, biochemical, 1536-well. inhibition, % at 5 µM. AID 798, 2007. Coagulation factor XI (Homo sapiens), P03951. purified FXIa, Boc-Glu-Ala-Arg-AMC fluorogenic substrate. hit rate 0.14% among 220,000;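 active means inhibition of at least 40%; inactive means inhibition below 40%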;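 further: fluorescence of freed AMC excited at 355 nm; 0% = enzyme without compound and 100% = no enzyme blank; many of its hits are not listed in these tables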
# Runt-SMMHC FRET = inhibitors of RUNX1 Runt–CBFb-SMMHC binding, primary screen, biochemical, FRET, Cerulean-Runt, Venus-CBFb-SMMHC, uHTS | hit rate 0.74% among 220,000 | inhibition, % at 20 µM | Cerulean-Runt/Venus-CBFb-SMMHC FRET ratio 530/480, 1 h;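 active means mean inhibition across duplicate retests at 20 µM reaching about 50%, limit read from the data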;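 further: 0% = DMSO wells and 100% = wells with excess untagged CBFb-SMMHC; inhibitors lower the FRET ratio by blocking Runt binding to CBFb-SMMHC; some results filed as inactive read as strong as hits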
# Thrombin inh = human alpha-thrombin inhibitors, primary screen, counter-screen for coagulation protease inhibitor project, biochemical, 1536-well, fluorogenic AMC substrate | Boc-VPR-AMC fluorogenic substrate cleavage | inhibition, % at 5 µM | hit rate 0.26% among 220,000 | AID 1046, 2008;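 active means inhibition at or above 40%; inactive means inhibition below 40%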;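 further: 0% = enzyme with no compound and 100% = wells without enzyme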
#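 Test system: human alpha-thrombin protein / Dosing: one concentration per compound, 5 µM, with 0.2% DMSO / Medium: pH 7.5 Tris-saline with Tween 20 / Benchmarks: no-compound enzyme wells and no-enzyme blanks / Read-out basis: percent inhibition of thrombin substrate cleavage / Timing: reaction at room temperature / Measured by: fluorescence, ex 355 nm, em 460 nm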
# 14-3-3 Bad PPI = inhibitors of 14-3-3 zeta/Bad binding, primary screen, biochemical, TR-FRET, bovine 14-3-3 zeta; TR-FRET 14-3-3zeta/Dy647-pBad peptide displacement, 1 h; AID 781, 2007; hit rate 0.71% among 220,000; 14-3-3 protein zeta/delta (Bos taurus), P63103; inhibition, % at 21.7 µM;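 active means inhibition above about 70%, limit read from the data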;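 further: 0% = full 14-3-3 plus peptide FRET controls and 100% = background without 14-3-3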
# Target sequence (P63103 whole entry, looked up): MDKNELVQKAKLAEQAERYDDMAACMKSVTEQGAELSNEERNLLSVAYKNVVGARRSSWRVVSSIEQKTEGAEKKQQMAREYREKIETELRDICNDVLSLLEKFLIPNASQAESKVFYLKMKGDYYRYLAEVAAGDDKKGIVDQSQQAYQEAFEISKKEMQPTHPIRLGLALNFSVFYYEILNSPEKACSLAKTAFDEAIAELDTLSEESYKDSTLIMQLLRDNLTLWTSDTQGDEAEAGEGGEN
# Wee1 stabilizer = Wee1 degradation inhibitors, primary screen, cell-based, HeLa, Wee1K328M-luciferase, luminescence. reporter increase, % at 5 µM. HeLa Luc-Wee1K328M stability; 100% = proteasome inhibitor MG132 effect. hit rate 1.2% among 220,000. Wee1-like protein kinase (Homo sapiens), P30291;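 active means activation above the mean of all tested compounds plus 3 SD, set per screening run, cut at about 8.8% in these data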;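 further: cells exposed to compound for 20 h before luminescence read; 0% = DMSO alone and 100% = MG132 at 30 µM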
# Hck-Nef inh = inhibitors of Nef-activated human Hck kinase, primary screen, biochemical, Z-Lyte FRET, 384-well, Hck-YEEI; Tyrosine-protein kinase HCK (Homo sapiens), P08631; Recombinant Hck-YEEI plus Nef, Z-Lyte FRET kinase assay; inhibition, % at 20 µM; hit rate 0.68% among 220,000; AID 463187, 2010;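 active means Hck-Nef kinase inhibition above about 50%, limit read from the data; inactive means inhibition below that limit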;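 further: 0% = DMSO with Hck plus Nef and 100% = Hck alone without Nef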
# Target sequence (P08631 whole entry, looked up): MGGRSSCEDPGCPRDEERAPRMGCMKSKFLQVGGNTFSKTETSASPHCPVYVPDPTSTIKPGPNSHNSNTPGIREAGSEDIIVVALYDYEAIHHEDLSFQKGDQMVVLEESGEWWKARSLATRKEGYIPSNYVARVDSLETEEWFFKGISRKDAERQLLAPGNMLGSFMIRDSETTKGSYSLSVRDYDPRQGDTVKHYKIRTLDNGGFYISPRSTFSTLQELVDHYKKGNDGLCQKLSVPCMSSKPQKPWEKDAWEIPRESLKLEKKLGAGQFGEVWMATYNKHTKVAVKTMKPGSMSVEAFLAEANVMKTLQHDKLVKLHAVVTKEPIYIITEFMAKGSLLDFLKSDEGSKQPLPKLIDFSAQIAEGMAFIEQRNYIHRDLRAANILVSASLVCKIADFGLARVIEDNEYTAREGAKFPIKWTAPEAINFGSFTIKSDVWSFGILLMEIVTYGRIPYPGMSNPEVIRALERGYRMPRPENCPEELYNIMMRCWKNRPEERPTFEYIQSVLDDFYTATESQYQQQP
# KLK5 inh = human KLK5 protease inhibitors, primary screen, biochemical, 1536-well | Kallikrein-5 (Homo sapiens), Q9Y337 | recombinant hK5, fluorogenic AMC substrate cleavage | inhibition, % at 5 µM | hit rate 0.59% among 210,000;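 active means inhibition of 40% or more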;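 further: 0% = enzyme controls without compound and 100% = no-enzyme blanks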
# Target sequence (Q9Y337 67-293 limits assumed): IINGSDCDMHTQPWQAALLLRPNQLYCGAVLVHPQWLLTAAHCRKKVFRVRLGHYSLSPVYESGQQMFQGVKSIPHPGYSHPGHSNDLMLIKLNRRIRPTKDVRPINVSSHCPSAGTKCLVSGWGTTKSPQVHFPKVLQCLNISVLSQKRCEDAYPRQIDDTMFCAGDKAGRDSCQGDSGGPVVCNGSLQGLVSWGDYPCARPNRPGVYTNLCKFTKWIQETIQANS
# Runt-CBFb FRET = inhibitors of RUNX1 Runt–CBFb binding, primary screen, biochemical, FRET, Cerulean-Runt, Venus-CBFb, uHTS | hit rate 0.46% among 220,000 | inhibition, % at 20 µM | Cerulean-Runt/Venus-CBFb FRET ratio 530/480, 1 h | Runt-related transcription factor 1 (Homo sapiens) + Core-binding factor subunit beta … | AID 1496, 2009;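 active means inhibition over about 50% at 20 µM in the single-dose screen, limit read from the data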;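 further: 0% = DMSO wells and 100% = excess unlabeled CBFb competitor control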
#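 Schedule: protein complex preformed 1 h, compound exposure 1 h, room temperature, dark; test system: Cerulean-labeled Runt domain protein; amount: 100 nM per protein; buffer or medium: Tris 50 mM pH 7.5, KCl, K2SO4, 0.01% BSA; read-out: loss of energy transfer signal; detection: FRET fluorescence; controls: 5 µM unlabeled CBFb as full-inhibition high control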
# Numbers without * were called inactive; x = not tested or not shown; [ ] = another dose, or the depositor's remark.
SMILES,FXIIa inh,FXIa inh 1536,Runt-SMMHC FRET,Thrombin inh,14-3-3 Bad PPI,Wee1 stabilizer,Hck-Nef inh,KLK5 inh,Runt-CBFb FRET
CCCc1nc(Nc2nc3ccccc3o2)nc(C)c1C(=O)OCC,10.3,-2.7,4.4,-1.5,-12.4,4.3,-1.3,-4.0,-0.5
COc1cc(NS(=O)(=O)c2ccc(NC(=S)NC(=O)c3ccco3)cc2)ncn1,2.4,-4.4,3.1,-5.4,-7.4,-2.1,12.9,-1.8,3.3
Cc1c(N=C2NC(=O)/C(=C/c3cccc([N+](=O)[O-])c3)S2)c(=O)n(-c2ccccc2)n1C,8.9,-0.6,-0.5,-2.8,-23.3,-2.3,3.5,-17.6,-1.6
CCOC(=O)Nc1ccc(=O)n(Cc2c(Cl)cccc2Cl)c1,16.3,8.4,1.8,0.8,7.5,2.7,-0.8,-25.9,9.1
N/C(Cc1ccc([N+](=O)[O-])cc1)=N\OC(=O)c1ccc2ccccc2c1,16.7,0.6,-4.1,1.4,8.7,1.8,-22.6,-3.4,1.5
CCn1ccnc1CN(C)Cc1nc(-c2cccc(Cl)c2)no1,3.8,-3.4,-2.0,-2.7,-10.4,6.1,0.4,x,-0.8
O=C(CN1C(=O)CSCC1=O)NCc1ccc(F)cc1,5.9,8.7,1.7,-0.7,7.8[fluorescence artefact?],0.1,1.6,-2.2,-0.6
Cc1cccc(N2CN=c3s/c(=C\c4ccncc4)c(=O)n3C2)c1,5.8,-5.2,-34.3,-3.7,-0.5,-0.9,-10.8,1.0,-1.0
CC(NC(=O)C(=O)N/N=C\c1cccc([N+](=O)[O-])c1)c1ccccc1 (stereo not drawn),11.2,9.2,-4.0,2.4,3.9,-1.1,11.0,19.0,0.4
O=S1(=O)CCN(OCc2ccc(Cl)cc2)CC1,7.1,-1.9,-0.8,-13.4,4.2,-2.6,6.0,1.8,-0.1
CCOC(=O)CSCc1c(C#N)c2ccccc2n1C,-4.3,-3.6,-1.3,-7.1,-2.4,-3.0,-1.1,-0.4,0.3
COc1ccccc1NC(=O)CC1Nc2ccccc2NC1=O (stereo not drawn),4.9,2.5,-11.0,2.2,-16.0,-2.3,1.5,-5.2,-2.6
COc1ccc(CCNC(=O)COC(=O)Cc2cccc3ccccc23)cc1,9.3,2.0,-3.1,-3.9,8.9,-2.0,-4.8,-5.1,-5.3
CC1Oc2ccccc2N(CC(=O)Nc2ccc3c(c2)OCO3)C1=O (stereo not drawn),13.1,5.9,-20.6,5.2,-16.7,-0.5,5.3,-16.9,-2.5
Cc1ncc([N+](=O)[O-])n1Cc1ccc(Br)cc1,5.8,-3.7,-2.1,-3.2,2.1,0.3,23.5,-2.8,2.5
CCn1c(COc2cccc(OC)c2)nnc1SCC(=O)Nc1cc(OC)ccc1OC,-5.0,-4.1,-1.5,-10.0,12.4,-1.9,0.4,-15.6,-7.0
O=C1C2C(c3ccccc3)C=CC(c3ccccc3)C2C(=O)N1c1cccnc1 (stereo not drawn),3.9,5.8,0.4,-5.8,6.2,3.7,5.0,-10.0,-2.0
COc1ccc(-c2nn[nH]n2)cc1OC,8.7,3.4,-0.1,2.4,36.1,-2.2,-1.3,2.3,0.1
Cc1cccc(C(C)(C)C)c1OCCn1ccnc1,5.9,2.5,7.5,3.3,67.8,6.5,0.8,3.3,-0.3
C=CCn1c(=NC(=O)c2ccco2)sc2cc(C(=O)OCC)ccc21,6.1,22.5,-3.7,-1.8,42.9[fluorescence artefact?],5.9,12.1,-9.0,-4.1

# Two compounds from above with just Runt-CBFb FRET, Runt-SMMHC FRET and FXIIa inh:
SMILES | Runt-CBFb FRET | Runt-SMMHC FRET | FXIIa inh
Cc1cccc(N2CN=c3s/c(=C\c4ccncc4)c(=O)n3C2)c1 | -1.0 | -34.3 | 5.8
CC(NC(=O)C(=O)N/N=C\c1cccc([N+](=O)[O-])c1)c1ccccc1 (stereo not drawn) | 0.4 | -4.0 | 11.2

# (further entries)
SMILES,FXIIa inh,FXIa inh 1536,Runt-SMMHC FRET,Thrombin inh,14-3-3 Bad PPI,Wee1 stabilizer,Hck-Nef inh,KLK5 inh,Runt-CBFb FRET
Cc1ccc(-n2c(-c3ccncc3)n[nH]c2=S)cc1,6.5,1.4,18.3,-14.2,-14.4,2.5,20.2,-10.3,11.2
Cc1ccc(C2C(C(=O)c3sc(C)nc3C)=C(O)C(=O)N2CCN2CCOCC2)o1 (stereo not drawn),4.0,-9.8,1.8,-5.2,52.3,-2.7,3.5,-1.5,0.6
COC(=O)CC1(c2ccc(OC)cc2)C(=O)c2ccccc2C1=O,1.1,-1.6,-0.5,-12.7,0.6,-3.6,15.0,0.0,2.0
Cc1ccnc(NC(=O)C(C)N2C(=O)c3ccccc3C2=O)c1 (stereo not drawn),9.0,1.7,-1.1,-1.7,-1.3,-1.2,-4.9,3.9,-0.1
CCN(CC)S(=O)(=O)c1ccc2c(c1)nc(SCC(=O)NC1CC1)n2-c1ccccc1OC,-2.3,-9.1,-4.0,2.1,12.0[fluorescence artefact?],-2.2,0.3,-16.5,-4.5
CCOc1ccc(-c2nnc(NC3=NCCCCC3)o2)cc1,6.3,-2.7,0.2,-2.9,1.4[fluorescence artefact?],0.5,0.3,1.3,0.5
O=Nc1c(O)n(Cc2ccccc2)c2ccccc12,9.2,2.5,-5.1,-6.1,1.6,-0.7,16.0,1.8,-0.9
CCOC(=O)c1[nH]nc(C(=O)c2ccc(Br)cc2)c1O,8.2,-3.3,1.0,-12.3,2.0[fluorescence artefact?],-0.6,1.0,-14.1,-1.0
COc1nc(-c2ccc(C)cc2)ccc1-c1noc(-c2ccco2)n1,-18.0,-19.3,-2.6,-7.2,x,0.8,-0.1,-17.3,-1.2
CCOc1ccc(NC(=O)C2CC(=O)OC2c2ccccc2)cc1 (stereo not drawn),x,0.1,-2.9,1.4,-7.0,-2.0,-6.2,3.1,-0.3
Cc1ccc(NC(=O)CSc2ncccn2)cc1F,5.0,-7.8,-1.4,0.2,2.1,1.3,2.6,-9.5,0.8
O=C(O)c1nn2c(c1Br)NC(c1ccccc1)CC2C(F)(F)F (stereo not drawn),-4.7,-6.8,-0.2,-4.7,-7.4[fluorescence artefact?],0.4,1.6,15.4,0.3
Cc1ccc(NC(=S)NNC(=O)Cn2nc([N+](=O)[O-])cc2C)cc1,18.0,7.3,0.4,3.9,-5.0[fluorescence artefact?],4.8,-0.5,-4.9,-1.7
CCN(CC)c1ccc(C(=S)NCc2ccccc2)cc1,5.0,-4.3,2.2,-2.3,-11.9,-3.2,25.6,3.4,21.2
CC1(C)CC(=O)c2c(O)c(-c3ccccc3)c(=O)n(-c3ccccc3)c2C1,11.4,39.1,-0.2,-1.6,-8.0,-2.6,5.4,19.7,-3.2
O=C(COC(=O)C1(c2ccc(Cl)cc2)CCCC1)NC1CCS(=O)(=O)C1 (stereo not drawn),20.7,-0.2,-3.9,8.5,-1.1,-4.7,-2.0,-1.6,0.8
Cc1nn(C(C)C(=O)NCc2cccs2)c(C)c1[N+](=O)[O-] (stereo not drawn),2.9,-4.7,-1.9,-7.9,0.0,1.2,-13.0,-5.8,0.4
Oc1ccc(N2CCN(Cc3ccc(OCCCN4CCCCC4)cc3)CC2)cc1,9.0,-5.5,5.3,-8.6,-4.7,2.7,24.3,-2.6,2.3
CC(=O)N(Cc1ccco1)C1(C(=O)NC2CCCC2)CCCCC1,8.6,3.3,-0.6,4.3,19.4[fluorescence artefact?],-0.2,4.9,-10.6,1.3
CCCCn1c(O)c(/C=C2\C=NN=C2c2ccccc2)sc1=S,20.2,22.6,-0.8,8.9,13.1,6.5,-0.6,-8.0,-0.3
Cc1ccsc1C(=O)Nc1nc2ccccc2[nH]1,9.4,0.7,2.2,-6.7,-5.5,2.9,14.8,-8.1,-1.3
COc1ccc(CCN(Cc2cc3ccc(C)cc3n3nnnc23)C(C)=O)cc1OC,9.6,1.1,1.7,13.2,-0.9,0.7,0.3,-3.7,-0.7
COc1ccc(C(=O)Nc2sc3c(c2C#N)CCN(C(C)=O)C3)cc1,12.7,-1.1,61.9*,-3.2,-6.0,3.0,26.2,0.0,41.1
CC/C(=N/O)C(=O)c1ccc(Br)cc1,5.0,1.4,-5.6,10.6,-6.6,-0.1,26.1,-2.2,2.9
Cc1ccc(-c2cc(C(=O)n3cnc4ccccc43)c3ccccc3n2)cc1C,11.2,7.9,-3.0,-1.3,6.0,4.9,-0.5,-0.5,-1.9
COc1ccc2sc(N3C(=O)CC(Cc4cccc(C)c4)C3=O)nc2c1 (stereo not drawn),10.5,4.2,1.1,0.8,88.1*,-0.8,-0.5,-0.9,-2.1
CCSC1=C(C#N)C(c2ccc(Cl)cc2)C2=C(CCCC2=O)N1 (stereo not drawn),15.2,-0.6,0.9,0.1,-0.6,-1.4,8.8,-13.4,-0.9
CC(C)(CO)N=Cc1c(O)[nH]c2ccccc12,17.2,3.7,-6.3,0.7,-4.0,2.5,0.8,47.5*,x
COc1ccc(CN2C=C3C(=O)C(C)(OC(=O)CCc4ccccc4)C(=O)C=C3C=C2c2ccc(C#N)cc2)cc1 (stereo not drawn),4.8,0.9,1.1,0.0,-2.9,x,29.5,-5.3,6.0
COc1cccc(NC(=S)/C(=C(\[O-])c2ccc([N+](=O)[O-])cc2)[n+]2ccccc2)c1,5.2,-4.2,-2.3,-7.5,-11.4,2.8,20.9,-7.3,8.0
Cc1ccc(S(=O)(=O)N2CCC(C(=O)N3CCC(C(=O)NCc4cccnc4)CC3)CC2)cc1,2.5,-4.4,-3.2,-3.5,-2.2,-2.3,-0.4,2.3,0.1
COc1cc(OC)c(NC(=O)c2ccc3c(SCC(=O)O)c4c(nc3c2)CCCC4)cc1Cl,5.2,-1.0,-6.8,-11.4,-19.1,-3.5,24.4,-8.2,-7.2
Oc1cc2c(cc1CN1CCN(c3cccc(C(F)(F)F)c3)CC1)CCC2,8.4,4.6,1.0,-6.5,-4.2,1.9,-1.2,-3.1,0.1
CC(C)Cc1ccc(C(C)C(=O)Nc2ccccc2O)cc1 (stereo not drawn),0.7,-3.6,-0.7,-4.0,3.0,0.8,15.1,-3.1,0.8

# Source: PubChem BioAssay
